Screening results as filed in PubChem BioAssay.
MPTP block: mitochondrial permeability transition pore inhibitors, primary screen, biochemical, isolated mouse mitochondria, absorbance | Ca2+ swelling absorbance, 30 min | inhibition, % at 10 µM | 1.4% of 360,000 active;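 active = inhibition of 50% or more, scaled per plate between neutral and stimulator controls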;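 note: 0% = DMSO wells given calcium and 100% = 1 mM EGTA wells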
APOBEC3G inh: APOBEC3G DNA deaminase inhibitors, primary screen, biochemical, fluorescence, single-stranded DNA substrate, uHTS; DNA dC->dU-editing enzyme APOBEC-3G (Homo sapiens), Q9HC16; recombinant A3G, ssDNA deamination FAM/TAMRA fluorescence; inhibition, % at 20 µM; 0.28% of 330,000 active;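 active = inhibition of at least 40% at 20 µM, with no more than 30% in the related APOBEC3A deaminase screen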;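 note: plate controls were DMSO wells with A3G for no effect and wells lacking A3G enzyme for full effect; some compounds called inactive have numbers as strong as hits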
APOBEC3A inh: APOBEC3A ssDNA deaminase inhibitors, primary screen, selectivity assay for APOBEC3G inhibitor project, biochemical, FAM/TAMRA oligo cleavage fluorescence | DNA dC->dU-editing enzyme APOBEC-3A (Homo sapiens), P31941 | inhibition, % at 20 µM | recombinant A3A, FAM/TAMRA ssDNA deamination fluorescence | 0.41% of 330,000 active;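 active = at least 40% inhibition at 20 µM here, with at most 30% in a related deaminase screen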;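 note: plate controls were A3A with DMSO for no effect and wells lacking A3A enzyme for full effect; some results filed as inactive read as strong as hits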
ATG4B inh: ATG4B protease inhibitors, primary screen, biochemical, fluorescence, uHTS. Cysteine protease ATG4B (Homo sapiens), Q9Y4P1. 0.51% of 340,000 active. inhibition, % at 8.33 µM. ATG4B cleavage of LC3-PLA2, NBD-HPC fluorescence, 1 h; in the data active = inhibition above about 40%
An asterisk follows results filed as active.

SMILES | MPTP block | APOBEC3G inh | APOBEC3A inh | ATG4B inh
CC[C@@H]1C(=O)OC[C@@H]1Cc1cncn1C | -2.2 | -3 | -4 | -2

The list is partial, so the mix of outcomes need not match the whole.
